Screening data as filed in PubChem.
JMJD2A Tudor inh = JMJD2A Tudor domain (human) inhibition; O75164; AlphaScreen JMJD2A-Tudor / H3K4me3 peptide binding; Potency, µM (doses to about 114 µM), inactives show at the highest dose activity change, negative = inhibition, most hits filed as inhibitors; 390,000 compounds, 4.4% hits; also: % is scaled to controls: 0 for no effect and ±100 for the full control effect; nearly all actives have a fitted effect of over 50% in size
G9a inh = blocks human histone lysine methyltransferase G9a; Potency, µM (series often up to 102 µM), without a hit: at the highest dose activity, negative = inhibition, most hits filed as inhibitors; AID 504332; 350,000 compounds, 8.8% hits; Q96KQ7; G9a H3K9 monomethylation, AlphaScreen, 2 h; also: % is scaled to controls: 0 for no effect and ±100 for the full control effect; nearly all actives have a fitted effect of over 75% in size
Target sequence (Q96KQ7 913-1193 limits assumed): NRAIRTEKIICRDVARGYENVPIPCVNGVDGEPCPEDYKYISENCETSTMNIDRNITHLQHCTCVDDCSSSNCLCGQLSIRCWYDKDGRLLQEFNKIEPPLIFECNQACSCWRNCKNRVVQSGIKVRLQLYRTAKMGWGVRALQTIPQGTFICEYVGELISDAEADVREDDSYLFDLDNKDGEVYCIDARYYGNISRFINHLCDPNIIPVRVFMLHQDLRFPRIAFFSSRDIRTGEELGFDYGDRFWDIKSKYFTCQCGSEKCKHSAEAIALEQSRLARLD
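Step 1: enzyme (final 20 nM) with compound, 15 min RT. Step 2: substrate peptide 500 nM and SAM 20 uM, 2 h RT. Step 3: anti-H3K9me1 antibody and AlphaScreen beads, 10 min, then plate read.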
Pin1 inh = blocks the human prolyl isomerase Pin1; Q13526; Pin1 FP peptide displacement, HiFluor488, 10 min; Potency, µM (highest dose often 115 µM), inactives show top-dose activity, negative = inhibition, actives largely listed as inhibitors; 390,000 compounds, 0.009% hits; active = well fitted inhibition curve with a large enough effect in the polarisation, with a control signal flat, not every such curve was filed as active; inconclusive = small, poorly fitted or top-dose-only effect, or effect the other way, or a change in a side signal; inactive = no such curve, though single readings can be large or run the other way; the % refers to the polarisation; also: % is scaled to controls: 0 for no effect and ±100 for the full control effect
Target sequence (Q13526 whole entry, looked up): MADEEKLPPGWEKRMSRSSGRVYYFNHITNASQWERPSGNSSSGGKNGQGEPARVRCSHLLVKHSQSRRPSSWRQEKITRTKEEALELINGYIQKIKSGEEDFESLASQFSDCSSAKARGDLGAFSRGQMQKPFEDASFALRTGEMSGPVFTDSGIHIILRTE
GLS inh = blocks human kidney-isoform glutaminase activity | O94925 | AID 624170 | 410,000 compounds, 0.21% hits | Potency, µM (series often up to 45.5 µM), without a hit: top-dose activity change, negative = inhibition, usual class: inhibitors | GLS enzymatic activity, qHTS titration; also: % is scaled to controls: 0 for no effect and ±100 for the full control effect
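Read-out is an Amplex red fluorescence increase coupled through glutamate oxidase and HRP, measured before and after 30 min room-temperature incubation. hKGA is in 45 mM KH2PO4 (pH 8.2) with 0.02% Tween-20; glutamine added as 1mM solution.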
POLI inh = blocks human DNA polymerase iota activity. Potency, µM (titrated, usually from 115 µM), inactives show at the top dose activity, negative = inhibition, actives largely listed as inhibitors. 390,000 compounds, 1% hits. Q9UNA4. Pol iota fluorescent replication assay, 10 min
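Fluorescent replication assay read twice, at 0 min and 10 min after adding 50 nM (final) substrate. Enzyme (10 nM) and compounds were first incubated 15 min at room temperature; enzyme-free buffer wells were negative controls.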
HP1b binding inh = blocks HP1-beta chromodomain binding to methylated histone tails; AlphaScreen HP1-beta / biotin-H3K9me3 peptide binding; Potency, µM (doses to about 114 µM), for the others: at the top dose activity change, negative = inhibition, actives largely listed as inhibitors; P83916; AID 540317; 390,000 compounds, 0.56% hits; also: nearly all actives have a fitted effect of over 70% in size; inactives centre near 23
Target sequence (P83916 whole entry, looked up): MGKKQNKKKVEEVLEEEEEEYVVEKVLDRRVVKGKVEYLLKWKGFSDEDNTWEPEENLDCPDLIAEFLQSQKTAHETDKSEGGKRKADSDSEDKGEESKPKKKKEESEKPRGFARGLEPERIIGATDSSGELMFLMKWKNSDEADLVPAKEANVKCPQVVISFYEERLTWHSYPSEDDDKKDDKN
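AlphaScreen: HP1-beta (50 nM) preformed 30 min with biotin-H3(1-18)K9me3 peptide (50 nM) in PBS pH 7.4, 0.01% Tween-20. Compound added for 30 min at RT, then streptavidin donor/nickel chelate acceptor beads (10 ug/mL) for 30 min.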
BLM helicase inh = Bloom syndrome helicase (human) inhibition. P54132. recombinant BLM DNA unwinding, fluorescence dequenching. Potency, µM (series often up to 56.1 µM), for inactives: top-dose activity change, negative = inhibition, hits mostly inhibitors. 350,000 compounds, 0.2% hits. AID 2528;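 also: plate controls were vehicle for no effect and no enzyme for full effect; nearly all actives have a fitted effect of over 35% in size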
PGK inhibitor = T. brucei PGK inhibition | PGK/GAPDH coupled, Kinase-Glo luminescence, 60 min | P07378 | Potency, µM (top dose mostly 57.5 µM), for inactives: at the highest dose activity change, negative = inhibition, most hits filed as inhibitors | 380,000 compounds, 0.043% hits; also: % is scaled to controls: 0 for no effect and ±100 for the full control effect; nearly all actives have a fitted effect of over 60% in size
Target sequence (P07378 whole entry, looked up): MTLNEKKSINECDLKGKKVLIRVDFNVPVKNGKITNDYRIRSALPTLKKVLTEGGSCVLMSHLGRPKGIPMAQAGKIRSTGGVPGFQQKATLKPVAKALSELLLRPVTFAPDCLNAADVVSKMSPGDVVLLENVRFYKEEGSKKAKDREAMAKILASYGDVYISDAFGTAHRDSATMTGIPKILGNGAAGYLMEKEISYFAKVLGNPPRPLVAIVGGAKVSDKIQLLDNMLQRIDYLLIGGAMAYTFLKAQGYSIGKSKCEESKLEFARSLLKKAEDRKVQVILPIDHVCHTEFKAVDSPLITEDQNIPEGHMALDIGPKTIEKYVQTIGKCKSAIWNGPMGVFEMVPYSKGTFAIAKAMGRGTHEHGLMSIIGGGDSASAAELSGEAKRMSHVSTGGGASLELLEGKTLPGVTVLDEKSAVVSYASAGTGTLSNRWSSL
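Recombinant glycosomal PGK reaction used 1,3-bisphosphoglycerate generated in-well by GAPDH (100nM final) in 100mM TEA pH 7.6, 5mM MgCl2, 0.01% Tween-20. After 60 minutes at room temperature, ATP was read by Kinase-Glo Plus luminescence end-point.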
BAZ2B block = blocks human BAZ2B; AlphaScreen BAZ2B-H3K14Ac peptide displacement; Potency, µM (highest dose often 114 µM), inactives show top-dose activity change, negative = inhibition, hits mostly inhibitors; 360,000 compounds, 4.4% hits; also: % is scaled to controls: 0 for no effect and ±100 for the full control effect; nearly all actives have a fitted effect of over 60% in size
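Protein-peptide AlphaScreen: BAZ2B 50 nM, b-H3K14Ac 50 nM, 1x PBS pH 7.4 + 0.01% Tween-20. Preincubation 30 min RT; cpd 30 min RT (top 110 uM); beads 20 min RT, light-protected.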
Numbers without * were called inactive; i = inactive; u = inconclusive; x = no result given; & = joins results of further samples; [ ] = another dose, or the depositor's remark. Unless noted, calls follow the shape of the dose curve; as a rule, active = well fitted curve in the direction sought with a large enough effect; inconclusive = small, poorly fitted or top-dose-only effect, or another doubt; inactive = no such curve, though single readings can be large; an effect the other way counts as inactive or inconclusive. Potency is read from the fitted curve at half-maximal effect. Only part of the results is shown. The share of hits here may be higher or lower than overall.

JMJD2A Tudor inh | G9a inh | Pin1 inh | GLS inh | POLI inh | HP1b binding inh | BLM helicase inh | PGK inhibitor | BAZ2B block | smiles
-10% | x | 3% | -5% | u | -3% | x | -9% | x | CCCNC(=O)N1CCN(S(=O)(=O)c2ccc(C)c(C)c2)CC1
-14% | 8% | 2% | -2% | 33%[activator] | 19% | -2% | -6% | 0% | Cc1nn(-c2ccccc2)c2nc(N)c(C(N)=O)cc12
31% | 9% | 1% | -2% | 22% | 78%[activator] | -2% | -8% | 1% | CCc1nc(N2CCC3(CC2)OCCO3)c2nnn(Cc3ccccc3)c2n1
u | u | 1% | 20% | -23% | -23% | -8% | i | u | Oc1oc(-c2ccccc2)nc1C=NCc1ccccc1
-17% | u | 10% | -5% | u | 31% | x | 2% | 7% | CCOC(=O)c1ccc(NC(=O)C2CC(=O)N(c3ccc4c(c3)OCCO4)C2)cc1 (configuration not stated)
-8% | 40µM* | 9% | -3% | 49%[activator] | -5% | -11% | 1% | -27% | Cc1ccnc(SCC(=O)N2CCc3ccccc3C2)n1
u | 48%[0.501 µM] | 4% | -30% | 129%[activator] | u | -14% | -5% | 50µM* | CCOc1cccc(/C=N/NC(=O)c2cc(-c3cccn3C)n[nH]2)c1O
-7% | -4%[59 µM] | u | 10% | 35%[activator] | 15% | -3% | 0% | -2% | O=C(NC1CCCCC1)c1cc(-c2ccc(O)cc2)on1
-5%[11.4 µM] | x | -2% | 2% | u | 34% | 5% | -2% | -12% | COc1ccc(C(=O)OCC(=O)c2ccc(C)c(S(=O)(=O)N3CCOCC3)c2)cc1OC
-21% | x | 4% | 0% | 15% | 10% | x | 0% | x | CC(C)CC(CO)NS(=O)(=O)c1cccc(Cl)c1F (configuration not stated)

3 of the entries above in order of the JMJD2A Tudor inh value, lowest first.
JMJD2A Tudor inh | G9a inh | Pin1 inh | GLS inh | POLI inh | HP1b binding inh | BLM helicase inh | PGK inhibitor | BAZ2B block | smiles
-21% | x | 4% | 0% | 15% | 10% | x | 0% | x | CC(C)CC(CO)NS(=O)(=O)c1cccc(Cl)c1F (configuration not stated)
-14% | 8% | 2% | -2% | 33%[activator] | 19% | -2% | -6% | 0% | Cc1nn(-c2ccccc2)c2nc(N)c(C(N)=O)cc12
-10% | x | 3% | -5% | u | -3% | x | -9% | x | CCCNC(=O)N1CCN(S(=O)(=O)c2ccc(C)c(C)c2)CC1

Next section
JMJD2A Tudor inh | G9a inh | Pin1 inh | GLS inh | POLI inh | HP1b binding inh | BLM helicase inh | PGK inhibitor | BAZ2B block | smiles
-18% | -9%[59 µM] | -13% | -3% | 1% | 41%[activator] | -7% | -8% | -34% | Cc1cc(Cl)ccc1OCCCC(=O)Nc1cccnc1
-20% | 40µM* | -4% | 6% | -9% | 29% | -2% | i | -22% | CC(=O)Oc1ccc(/C=N/NS(=O)(=O)c2ccc(C)cc2)c(OC(C)=O)c1
-23% | -25%[59 µM] | 1% | -16% | 6% | 34% | 6% | 2% | u | Cn1nnnc1SCCCNCc1cccc(OCc2ccccc2F)c1
22µM* | -3% | -1% | 6% | 192%[activator] | -4% | -7% | i | u | Cc1ccc2cccnc2c1N
2% | x | 2% | -5% | -27% | 45%[activator] | x | -4% | x | O=C(NCC(c1cccs1)N1CCOCC1)c1cccc(S(=O)(=O)Nc2ccc(F)cc2)c1 (configuration not stated)
40µM* | 4µM* | 7% | -11% | 67%[activator] | 41%[activator] | 3% | -6% | -3% | COc1cc2c(cc1OC)-c1n[nH]c(=S)n1C(C)(C)C2
-5% | -15% | -1% | 7% | 23% | 11% | -2% | 5% | -19% | Nc1nnc(C2CCCC2)s1
14µM* | -8%[59 µM] | 1% | u | -14% | -10% | -11% | x | 7% | COc1ccc(/C=C(/NC(=O)c2ccccc2)C(=O)NC2CCS(=O)(=O)C2)cc1 (configuration not stated)
-16% | 22% | 1% | 11% | 1% | 22% | -2% | -11% | -29% | CCCN(CCC)C(=O)Cn1c2ccccc2c2nc(=O)cc(C)n21
-16% | x | -1% | 11% | 13% | 31% | x | -3% | x | C[C@H]1COC(=O)[C@H](Cc2ccc(F)cc2)C/C=C\C[C@@H](CC(=O)N(CCO)Cc2ccccc2)C(=O)N1
-23% | -16%[59 µM] | 9% | -2% | 12% | 11% | -6% | -1% | -1% | COc1ccc(S(=O)(=O)N2Cc3ccccc3CC2C(=O)Nc2ccc(C)cc2)cc1OC (configuration not stated)
u | -2%[12.7 µM] | -7% | 24% | 20% | 16% | 1% | 3% | -30% | Cc1nnc(-c2cnn(-c3ccccc3)c2N)n1Cc1ccccc1
-23% | 45µM* | 53%[activator] | -20% | 85%[activator] | -3% | 2% | 2% | -38% | CC(=O)Nc1ccc(S(=O)(=O)Nc2cc(C)cn(Cc3ccc(C)cc3)c2=O)cc1
-15% | -9% | -3% | 7% | 20% | 30% | -13% | -1% | 1% | Brc1ccc(CSc2ccc(-c3ccco3)nn2)cc1
-6% | u | -20% | 8% | -5% | 27% | -3% | 3% | -7% | O=C1C2C3C=CC(C4CC34)C2C(=O)N1/N=C/c1ccc([N+](=O)[O-])o1 (configuration not stated)
-13%[57.1 µM] | 6%[12.7 µM] | 31%[activator] | -5% | -5% | 20% | -11% | -8% | 7% | O=C(Nc1ccc(-c2noc(CCc3ccccc3)n2)cc1)c1ccco1
-10% | 7%[59 µM] | -2% | 1% | -4% | 38% | -1% | i | x | CC(C)(C)c1ccc(C2NC(=O)c3n[nH]c(-c4cccs4)c32)cc1 (configuration not stated)
3% | u | 2% | 19% | 87%[activator] | 9% | -1% | -6% | 5% | CC(=O)N1N=C(N)SC1(C)C
-12%&-14% | 9%[59 µM] | 2%&3% | 13%&0%&-6% | 18% | 14%&16% | -1%&-7%&4% | -6%&-3% | -3% | CCCC(CCC)C(=O)O
1%[11.4 µM] | 24%[59 µM] | -3% | -27% | 1% | -4% | -1% | i | 9% | CC(=O)N1CCc2cc(Br)cc(S(=O)(=O)NCC3CCCO3)c21 (configuration not stated)
-11% | u | -4% | 12% | -9% | 44%[activator] | 2% | -11% | -2% | CCN(CC)S(=O)(=O)c1cc(NS(=O)(=O)c2ccccc2)ccc1C
-33% | -9%[0.501 µM] | -2% | 20% | -25% | -15% | -1% | -14% | 3% | O=C(NNC(=S)NC(=O)c1ccc(Br)cc1)c1ccc([N+](=O)[O-])cc1
-22% | u | 4% | -8% | 21% | 34% | 1% | -2% | -2% | COc1cc(C(=O)Nc2ccc3oc(-c4ccc(C)c(Br)c4)nc3c2)cc(OC)c1OC
-1% | 8%[12.7 µM] | -6% | 1% | 115%[activator] | 24% | -12% | 9% | -14% | Cc1ccc(N(CN2CCCC2=O)C(=O)c2ccccc2)cc1
-33% | x | 4% | 0% | -7% | 11% | x | i | x | COc1ccccc1C(=O)NC(CCSC)C(=O)Nc1ccc(C)c(S(=O)(=O)N2CCOCC2)c1 (configuration not stated)
-13% | 5% | 4% | -4% | 2% | 36%[activator] | -1% | 0% | -1% | Cc1ccc2c(c1)N(CC(=O)OCC(=O)NCc1ccccc1)C(=O)CO2
-6% | -41% | -1% | 1% | 26% | 15% | -2% | -9% | 2% | CC(C)(C)NC(=O)Nc1ccc2nccnc2c1
-22% | 4%[12.7 µM] | 4% | -1% | 31%[activator] | 15% | -14% | -6% | -14% | Cc1cc2cc(CNC(=O)C3CCCC3)ccc2n1C
-14% | x | -2% | 0% | 15% | 15% | x | 2% | x | C[C@H]1CN(S(=O)C(C)(C)C)[C@@H](CCO)/C1=C\CCO (some centres not stated)
-9% | 5%[2.33 µM] | -4% | -4% | 69%[activator] | 40%[activator] | x | 3% | 11% | CC1CCCC(NC(=O)CN2CCN(S(=O)(=O)c3cccs3)CC2)C1C (configuration not stated)
-15% | u | -3% | -8% | 29% | 53%[activator] | x | -2% | 6% | O=C(OCC(=O)N1CCCC1=O)c1ncc(Cl)c(Cl)c1Cl
-8% | x | 2% | 9% | 22% | 2% | x | i | x | CCCCCN(C(=O)CCC(=O)OC(C)C(=O)c1ccc(CC)cc1)c1c(N)n(CCCC)c(=O)[nH]c1=O (configuration not stated)
-12% | 12%[59 µM] | -1% | -16% | -4% | 15% | -9% | -1% | -6% | COc1ccc2c(c1)cc1n2CCN=C1NCCO
-3% | 7%[12.7 µM] | 3% | -11% | 17% | 24% | -4% | i | -24% | O=C(NCCc1cccnc1)C1CCC(=O)N(Cc2ccc(Cl)cc2)C1 (configuration not stated)
-1% | 15%[0.501 µM] | 8% | 0% | 15% | 34% | -4% | 5% | -3% | O=C(Nc1ccsn1)c1ccc(Cl)cc1Cl
-6% | 15% | 0% | 13% | -2% | 34% | -3% | -7% | 1% | COc1ccc(C)cc1NC(=O)Cn1cnnn1
-25% | 2% | 15% | 3% | u | -16% | -9% | i | -2% | O=C(/C=C/c1cccc(F)c1)c1ccc(N2CCOCC2)cc1
-9% | 1% | -5% | 23% | -15% | 19% | -3% | -1% | 5% | Cc1cc(C(=O)NNC(=O)c2cccc(C(F)(F)F)c2)no1
-19%&-17% | -1% | -8%&-6% | -19%&-3% | 24%&23% | 30%&57% | -2%&-6% | -10%&-2% | -24% | Cc1ccc(CNC(=O)c2cn(C)c3ccc(S(=O)(=O)N4CCOCC4)cc3c2=O)cc1
-17% | -10%[59 µM] | -6% | -1% | 34%[activator] | 16% | -1% | i | 6%[57.1 µM] | CCN(C(=O)c1c(C)oc2ncnc(N3CCCCC3)c12)c1cc(C)ccc1C
89%[activator] | -10%[12.7 µM] | -4% | 6% | 161%[activator] | 66%[activator] | -5% | 0% | 30% | COC(=O)c1cn(C(=O)c2cccc(C)c2)c2ccccc12
-4% | 62%[activator] | -2% | -2% | -3% | 21% | 1% | -9% | -9% | CCOc1ccc(S(=O)(=O)Nc2ccc(C(=O)N3CCCC3)cc2)cc1
3% | 51%[59 µM] | 3% | -6% | -2% | 58%[activator] | 1% | -2% | 10% | O=C1CC(c2ccccc2)Cc2[nH]c(=O)c(C(=O)Nc3cccc(Cl)c3)cc21 (configuration not stated)
-18% | u | -2% | -7% | 14% | 33% | -4% | i | -13% | CCOc1ccc(C(=O)Nc2cccc(-c3nc4cccnc4s3)c2C)cc1OCC
